Compound activity (PubChem)
12-hLO inh: qHTS Assay for Inhibitors of 12-hLO (12-human lipoxygenase); 0.12% of 150,000 active; AID 1452, 2008; purified 12-hLO, xylenol orange hydroperoxide absorbance; Potency, µM (doses to about 57.1 µM), for inactives: at the highest dose activity change, negative = inhibition, most hits filed as inhibitors; note: potency is the fitted concentration of half-maximal effect; nearly all actives have a fitted effect of over 55% in size; many of its hits are not listed in these tables
Target sequence (P18054 whole entry, looked up): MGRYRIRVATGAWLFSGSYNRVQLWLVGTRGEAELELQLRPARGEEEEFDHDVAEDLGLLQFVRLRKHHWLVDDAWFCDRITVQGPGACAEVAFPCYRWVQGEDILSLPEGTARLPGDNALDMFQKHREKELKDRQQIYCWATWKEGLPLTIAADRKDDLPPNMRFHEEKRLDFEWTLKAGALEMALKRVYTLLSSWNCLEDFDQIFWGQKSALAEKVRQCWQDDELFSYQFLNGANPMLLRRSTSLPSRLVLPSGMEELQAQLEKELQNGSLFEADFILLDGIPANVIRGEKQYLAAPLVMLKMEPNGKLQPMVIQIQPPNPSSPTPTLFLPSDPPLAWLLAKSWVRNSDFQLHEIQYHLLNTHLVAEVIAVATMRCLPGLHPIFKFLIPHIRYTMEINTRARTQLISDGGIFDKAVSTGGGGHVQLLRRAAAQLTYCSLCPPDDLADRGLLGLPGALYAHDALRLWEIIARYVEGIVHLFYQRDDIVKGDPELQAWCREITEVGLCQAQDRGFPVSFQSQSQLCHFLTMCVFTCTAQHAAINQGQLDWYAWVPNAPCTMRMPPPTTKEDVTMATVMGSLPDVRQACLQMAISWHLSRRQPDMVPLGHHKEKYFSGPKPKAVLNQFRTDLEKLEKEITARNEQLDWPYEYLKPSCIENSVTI
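150 nM 12hLO, 25 mM Hepes pH 7.0 + 0.01% Triton X-100; cpd preinc 15 min RT; 40 uM arachidonic acid, 30 min RT; Fe-XO 30 min; A573/A405 ratio as read-out.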
PNC inhibitor: High Content Assay for Compounds that inhibit the Assembly of the Perinucleolar Compartment; PC3M PTB-GFP, PNC prevalence imaging, 16 h; active compounds read low; activity change (PNC), negative = inhibition, % at 10 µM; 3.1% of 140,000 active;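 active = readout at or below -70, meaning at least 70% loss of cells showing the perinucleolar compartment, a nuclear body marking cancer cells; inconclusive = readout between -30 and a set limit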;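 note: plate controls were DMSO wells for no effect and camptothecin positive control wells for full effect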
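Read-out is percentage of cells bearing a perinucleolar compartment, from automated 20x imaging of fixed, Hoechst-stained PC3M PTB-GFP cells. Cells were seeded 4 h, then exposed 16 h to compound (23 nl of library stock) in duplicate plates.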
IMPase inh: qHTS Assay for Identifying the Cell-Membrane Permeable IMPase Inhibitors; Inositol monophosphatase 1 (Rattus norvegicus), P97697; CHO-M1 cells, IP1 accumulation, HTRF TR-FRET ratio; inhibition (IP1 accumulation), % at 46.1 µM; 120,000 tested, under 10 active; AID 901, 2007; active = well fitted curve in the direction sought with a large enough effect in the signal ratio, not every such curve was filed as active; inconclusive = small, poorly fitted or top-dose-only effect, or a change in a side signal; inactive = no such curve, though single readings can be large or run the other way; the % refers to the signal ratio;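 note: cells stimulated with carbachol in lithium chloride buffer; plate controls were DMSO basal wells for no effect and reference inhibitor wells for full effect; higher means more IMPase inhibition seen as more IP1 and lower FRET ratio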
Target sequence (P97697 whole entry, looked up): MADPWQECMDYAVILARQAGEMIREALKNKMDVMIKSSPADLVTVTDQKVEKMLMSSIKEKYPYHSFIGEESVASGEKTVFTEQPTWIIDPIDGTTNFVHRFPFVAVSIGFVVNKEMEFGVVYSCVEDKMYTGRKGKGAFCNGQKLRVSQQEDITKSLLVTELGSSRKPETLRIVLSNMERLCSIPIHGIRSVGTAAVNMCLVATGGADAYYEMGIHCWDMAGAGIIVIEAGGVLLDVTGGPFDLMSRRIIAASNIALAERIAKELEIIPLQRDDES
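CHO-M1 cells (CHO stably expressing M1 receptor), compound up to 46 uM final, stimulated with carbachol (50 uM as added) in buffer with 50mM LiCl, pH 7.4, 30 min at 37C. Cytosolic IP1 read by TR-FRET; AC50 from Hill fits.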
ALOX15B inhib: qHTS Assay for Inhibitors of 15-hLO-2 (15-human lipoxygenase 2). Polyunsaturated fatty acid lipoxygenase ALOX15B (Homo sapiens), O15296. purified 15hLO-2, xylenol orange hydroperoxide absorbance. Potency, µM (titrated, usually from 57.1 µM), inactives show at the top dose activity change, negative = inhibition, most hits filed as inhibitors. 0.56% of 110,000 active; note: potency is the fitted concentration of half-maximal effect; nearly all actives have a fitted effect of over 60% in size; many of its hits are not listed in these tables
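Enzyme 50 nM, AA 45 uM, 25 mM Hepes pH 7.5 + 0.01% Triton X-100; cpd preinc 15 min RT, rxn 90 min RT; stop/detect with 200 uM XO + 300 uM Fe(II) in 50 mM H2SO4, 30 min; A573/A405.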
An asterisk follows results filed as active; ? = inconclusive; . = not tested or not shown; [ ] = remark or other dose. Unless noted, calls come from the whole dose curve; as a rule, active = well fitted curve in the direction sought with a large enough effect; inconclusive = small, poorly fitted or top-dose-only effect, or another doubt; inactive = no such curve, though single readings can be large; an effect the other way counts as inactive or inconclusive. Unless noted, % is set by controls: 0 for no effect and ±100 for the full control effect. An excerpt, so the mix of outcomes need not match the whole.

Compound | PNC inhibitor | 12-hLO inh | IMPase inh | ALOX15B inhib
CC1=CC(C)(C)NC(=S)N1c1ccc(C)cc1 | ? | -11% | 14 | .
CC1(C)OC2CC3C4CC(F)C5=CC(=O)C=CC5(C)C4C(O)CC3(C)[C@]2(C(=O)CO)O1 (stereo not given in full) | . | 1% | . | -7%
CCOC(=O)N1CCC(NC(=O)CN2C(=O)CSc3nc(C)cc(C)c32)CC1 | ? | -1% | -1 | -3%
Clc1cccc(N/N=C/c2ccncc2)c1 | 0 | -4% | . | .
COc1ccc(C(C)C)cc1S(=O)(=O)NCc1ccccn1 | 25 | -1% | 3 | -6%
COc1ccc(C(=O)c2cnc(C(C)C)n2C)cc1 | 53 | 2% | 1 | -3%
Cc1cc(C(=O)Nc2cccc(C(=O)O)c2)oc1C | 6 | -2% | -6 | 0%
CCOc1ccccc1NC1c2ccccc2C(=O)N1c1cccnc1 (stereo not given) | 2 | 5% | -1 | -5%
CCn1c(C)nc([N+](=O)[O-])c1Sc1ccc(F)cc1 | ? | -5% | . | .
CC(NC(=O)c1ccncc1)C(c1cccs1)N1CCOCC1 (stereo not given) | ? | -1% | -7 | .
CC(C)(C)c1cc(NC(=O)COC(=O)C2CC2)n(-c2ccccc2)n1 | -20 | 6% | 2 | -1%
Cc1ccc(S(=O)(=O)n2cnc3ccccc32)cc1 | 28 | 7% | -12 | .
c1ccc(-n2c(-c3cccs3)nc3nc4ccccc4nc32)cc1 | ? | 0% | ? | .
N#Cc1c(NC(=O)/C=C/c2ccco2)sc2c1CCCC2 | -112* | -15% | -8 | .
Cc1nc(SCC(O)CCl)c([N+](=O)[O-])[nH]1 (stereo not given) | 32 | -7% | 16 | .
O=C(NCCCNc1ccc(C(F)(F)F)cc1[N+](=O)[O-])c1cc(F)c(F)cc1Cl | 58 | -4% | 4 | -3%
Oc1ccc(N2CCN(C(=S)NCCc3ccccc3)CC2)cc1 | 1 | -10% | 7 | ?
COc1ccc(-n2nc3c(c2NC(=O)c2cc(Br)ccc2Cl)CS(=O)C3)cc1 (stereo not given) | 16 | -1% | 3 | 1%
O=C(NCCCCCCNC(=O)N1CCCCCC1)N1CCCCCC1 | 20 | 6% | -5 | 1%
COCCN1C(=O)c2ccccc2C(C(=O)NCc2ccco2)C1c1c[nH]c2ccccc12 (stereo not given) | 0 | -6% | -12 | -8%
O=c1c(S(=O)(=O)c2ccc(Cl)cc2)cn(Cc2cccc(F)c2)c2ccc(F)cc12 | ? | -1% | -2 | .
Cc1ccc(C(=O)Nc2c(C(=O)NCc3ccco3)cnn2-c2ccccc2)cc1 | -25 | -10% | ? | -2%
CCc1cc(OCCCCNCc2ccccc2)ccc1Cl | ? | -5% | . | .
CCCCC(=O)OCC(=O)c1[nH]c(C)c(C(=O)OCC)c1C | 5 | -7% | -2 | -6%
COc1cc(C=O)ccc1OCCSc1ccc(C)cc1 | 13 | -4% | 5 | 3%
Cc1ccc2c(c1)NC(=O)C(CC(=O)NCCCN1CCN(c3cc(Cl)ccc3C)CC1)O2 (stereo not given) | ? | -9% | 5 | .
CC1(C)NC(=O)N(c2ccccc2Cl)C1(C)NO (stereo not given) | -21 | -2% | -5 | 2%
Cc1ccc(Oc2ccc(NC(=O)CCC(=O)OCC(=O)c3cccs3)cc2)cc1C | -8 | -5% | -18 | 7%
CNC(=O)C1CC(=O)N(c2ccc(C)cc2)C1 (stereo not given) | 12 | -3% | -4 | -4%
CN(CC(=O)N1CCN(c2cccc(Cl)c2)CC1)S(=O)(=O)c1cnc[nH]1 | 12 | 0% | . | .

Single records, from the list above. Screens in order: PNC inhibitor, 12-hLO inh, IMPase inh, ALOX15B inhib
CNC(=O)C1CC(=O)N(c2ccc(C)cc2)C1 (stereo not given) as listed: 12, -3%, -4, -4%
Cc1ccc(C(=O)Nc2c(C(=O)NCc3ccco3)cnn2-c2ccccc2)cc1 as listed: -25, -10%, ?, -2%

Following part.
Compound | PNC inhibitor | 12-hLO inh | IMPase inh | ALOX15B inhib
COc1ccccc1NC(=O)C1C2CCCCC21 (stereo not given) | -12 | -7% | ? | -4%
Cc1nn(-c2ccccc2)c(Cl)c1/C=C/C(=O)c1ccccc1 | ? | 2% | 9 | 0%
O=C(CNCC1CCCO1)Nc1ccccc1N1CCOCC1 (stereo not given) | -86* | -5% | 2 | -12%
CC(Oc1ccc(Br)cc1)C(=O)N1CCc2ccccc21 (stereo not given) | 283 | 10% | -4 | .
Cc1ccc(-c2nnn(C(C)C(=O)N3c4ccccc4CCc4ccccc43)n2)cc1 (stereo not given) | -27 | -4% | 21 | .
CC(C)(C)OC(=O)N1CCNc2ccccc2C1 | 11 | -6% | -2 | -3%
O=C(CCSc1ccccc1)Nc1nc2c(s1)COc1ccccc1-2 | -20 | -4% | 13 | -21%
Cn1c(CNC(=O)c2ccccc2)nnc1SCC(=O)N1CCN(c2ccccc2)CC1 | 12 | -1% | 11 | .
COC(=O)c1cc(OC)c(OC)cc1NCC(=O)Nc1cccc(C(F)(F)F)c1 | ? | 0% | . | .
COc1ccc(N)c(C)c1 | . | 0% | . | -2%
Cc1cccc(CN2C(=O)N/C(=C/c3ccc(C)s3)C2=O)c1 | ? | -2% | 13 | -23%
CC(C)CNC(=O)c1cc(-c2ccc(Br)cc2)on1 | -3 | -5% | 5 | -8%
CC(C)(C)n1nnnc1CN(Cc1cccnc1)Cc1ccccc1Cl | -27 | 2% | 21 | 2%
CCc1c(C)nc2nc(NC(C)=O)[nH]n2c1=O | -4 | -2% | -4 | 5%
O=C(NCc1ccc(OC(F)(F)F)cc1)C12CN(Cc3ccccc3)CC1C(c1cccc([N+](=O)[O-])c1)=NO2 (stereo not given) | ? | 3% | -1 | 12%

Individual results from the list:
In IMPase inh, Cc1nn(-c2ccccc2)c(Cl)c1/C=C/C(=O)c1ccccc1 is entered as 9
In 12-hLO inh, COC(=O)c1cc(OC)c(OC)cc1NCC(=O)Nc1cccc(C(F)(F)F)c1 is entered as 0%
In 12-hLO inh, CCc1c(C)nc2nc(NC(C)=O)[nH]n2c1=O is entered as -2%
In PNC inhibitor, O=C(CNCC1CCCO1)Nc1ccccc1N1CCOCC1 (stereo not given) is entered as -86*

Later entries
Compound | PNC inhibitor | 12-hLO inh | IMPase inh | ALOX15B inhib
COc1ccc(CCNC(=O)C2CCN(C(=O)NC3CCCCC3)CC2)cc1 | -18 | 1% | 11 | .
CC1(C)CC(=O)C2=C(C1)N(c1cccnc1)C(N)=C(C#N)C2c1cccs1 (stereo not given) | 0 | 13% | . | .
CCCCn1c(=S)[nH]c2ncccc2c1=O | 9 | -6% | -1 | -3%
CCOc1ccccc1NS(=O)(=O)c1c(C)noc1C | -14 | 5% | 11 | -6%
COC(=O)c1c(NC(=O)CC2Nc3cc(C)c(C)cc3NC2=O)sc(C)c1C (stereo not given) | 19 | -1% | 3 | .
CC(=O)Nc1nc(COc2ccccc2)cs1 | 11 | -6% | 1 | 1%
O=c1cc[nH]c2cccc(Cc3ccccc3)c12 | 37 | 1% | 0 | -6%
O=C(Cc1c(O)c2ccccc2[nH]c1=O)OC1CCCCC1 | 16 | -3% | 2 | -2%
Cc1nc2nc(-c3cccs3)cn2nc1C | 5 | -7% | -18 | -19%
Cc1cc(C)c(S(=O)(=O)c2ccccc2)c(N(C)C)n1 | 27 | 1% | 1 | -12%
COc1cc2c3nnc(-c4ccc(F)cc4)c-3cn(Cc3ccc(F)cc3)c2cc1OC | -28 | ? | 6 | 41%[activator]
CCn1c(O)c(C=NCCN2CCOCC2)sc1=S | -7 | 6% | 0 | -2%
COc1ccc(/C=N/NS(C)(=O)=O)c(OC)c1 | -14 | 2% | . | .
O=C(N/N=C/c1cccnc1)c1ccc([N+](=O)[O-])cc1 | -29 | 3% | -1 | -10%
COc1ccc(NC(=O)NC2CCN(C(C)C)CC2)c(OC)c1 | -80* | 1% | -7 | 5%
O=C(Nc1ccc(OC(F)F)c(Cl)c1)[C@@H]1CCCN1C(=O)c1cccs1 | -20 | -5% | 6 | .
Fc1cccc(CSc2ccc(-c3ccco3)nn2)c1 | -23 | 3% | -10 | .
CC(SC(=S)N1CCOCC1)C(=O)O (stereo not given) | 10 | -2% | 2 | -6%
O=[N+]([O-])c1c(Nc2ccc(O)cc2)cc(N2CCOCC2)c2nonc12 | 19 | 1% | 4 | .
Cc1ccc(O)c(C(CC(=O)N2CCCC2)c2ccccc2)c1 (stereo not given) | 25 | 1% | . | .
CCC/C(O)=C1\C(=O)CC(C)(C)CC1=Nc1ccccc1OC | 13 | -9% | 7 | 0%
CN1C(=O)C2(NCCc3c2[nH]c2ccccc32)c2ccccc21 (stereo not given) | 15 | 3% | 2 | -1%
Cc1ccc(C(C(=O)NCc2ccco2)N(CC2CCCO2)C(=O)Cn2nnc3ccccc32)cc1 (stereo not given) | -5 | -2% | 7 | -4%
c1ccc(-n2ncc3c2ncn2cnnc32)cc1 | -26 | -3% | 3 | 2%
COc1cc(NC(=O)Cc2ccc(Cl)cc2)ccc1NC(=O)c1ccco1 | 34 | -7% | -6 | -20%
O=C(c1cccc(Cl)c1)N1CCN(C(=O)c2ccccc2F)CC1 | ? | -3% | 4 | -4%
O=C(C[N+]1(c2ccccc2)CCOCC1)c1ccccc1 | . | -1%[11.4 µM] | . | -5%[11.4 µM]
Cc1ccc(SCC(=O)N2CCCC2)cc1 | 17 | -3% | -4 | -5%
CC(NC(=O)Nc1ccc([N+](=O)[O-])cc1)C(c1cccs1)N1CCCC1 (stereo not given) | -9 | -6% | . | .
CNC(=S)NN(c1ccccc1)c1ccccc1 | 93 | -2% | 5 | .
CC(=O)OCC1OC(n2cnc3c(Cl)nc(Cl)nc32)C(OC(C)=O)C1OC(C)=O (stereo not given) | . | 0% | . | -5%
CCOC(=O)N1CCN(C(=O)c2ccc(NC(=O)c3ccc(C)cc3)cc2)CC1 | -26 | -3% | -2 | 9%
O=C(Cc1cccs1)Nc1nc(-c2ccccc2)cs1 | 25 | 5% | 5 | 1%
O=C(Nc1ccccc1F)c1ccc2nc(N3C(=O)CCC3=O)sc2c1 | 90 | 2% | 4 | 4%
Cc1cc(C)c2c(=O)cc(C(F)F)oc2c1 | -25 | 7% | 5 | -3%
Cc1cccc(-n2c(SCC(=O)N3CC(=O)Nc4ccccc43)nc3ccccc3c2=O)c1C | ? | -2% | -6 | .
CCC(C)c1ccc(NC(=S)Nc2ccc(OC)c(OC)c2)cc1 (stereo not given) | 59 | ? | 3 | .
CCOC(=O)N/N=C/c1cn(CCCOc2ccccc2)c2ccccc12 | -13 | -3% | . | .
CN1CCN(c2ccccc2NC(=O)Cc2ccc(Cl)cc2)CC1 | -27 | 8% | 2 | 9%
COc1ccc(C(=O)N2CCC3(CCCN(CC(C)C)C3)CC2)cc1 | . | 1% | . | 11%
Cc1ccc(OCC(=O)OC(C)CN(C)Cc2ccccc2)cc1 (stereo not given) | 25 | 1% | . | .
COc1ccc(OC)c(S(=O)(=O)Nc2ccc(CC(=O)O)cc2)c1 | 11 | 0% | -1 | -3%
COc1cccc(C(=O)O/N=C/c2ccc(Sc3ccc(C)cc3)nc2)c1 | 55 | 5% | 0 | 4%
O=C(O)c1sccc1S(=O)(=O)c1ccccc1 | -2 | -4% | 1 | -6%
COc1ccc(Nc2ncnc3ccccc23)c(OC)c1 | 8 | 1% | 11 | .
O=C(NCCc1ccccc1)c1noc2c1CCCCC2 | -25 | -4% | ? | -4%
